Mm-Cpn inhibitor: blocks the Methanococcus maripaludis chaperonin Mm-Cpn; purified Mm-Cpn ATPase, ADP Transcreener TR-FRET; Potency, µM (titrated, usually from 76.9 µM), for the others: top-dose activity, negative = inhibition, actives largely listed as inhibitors; 330,000 compounds, 0.031% hits; AID 504842; note: potency is the fitted concentration of half-maximal effect; % is set by controls: 0 for no effect and ±100 for the full control effect; nearly all actives have a fitted effect of over 80% in size
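Eu-cryptate anti-ADP/ADP-d2 competition gives a ratio inversely related to ADP. Enzyme at 25 nM was pre-exposed to compound for 10 min, then given 10 uM ATP for 30 min, 37°C throughout.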
Nrf2 inh: blocks Nrf2 signaling | 360,000 compounds, 2.1% hits | A549 ARE-Fluc reporter, luciferase luminescence, 18-24 h | Potency, µM (highest dose often 46 µM), inactives show at the highest dose activity change, negative = inhibition, hits mostly inhibitors; note: potency is the fitted concentration of half-maximal effect; % is set by controls: 0 for no effect and ±100 for the full control effect; nearly all actives have a fitted effect of over 60% in size
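Reporter: ARE-Fluc in A549. Exposure: 18-24 h, 37 °C, 5% CO2, 5% FBS OPTI-MEM. Readouts: fluorescent cytotoxicity (CellTiter-Fluor), then luminescent Nrf2 signal after BugLite.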
pAkt inh: blocks phosphorylation of Akt; activity change, % for hits at 50 µM; 360,000 compounds, 0.32% hits; AID 651550; Neuro2A IGF-stimulated pAkt S473 HTRF, 20 min; active compounds read low; in the data active = activity change below about -80%; inconclusive = mostly about -51% to -80%; note: % is set by controls: 0 for no effect and ±100 for the full control effect
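Neuro2A cells in DMEM with 0.5% FBS, overnight at 37 deg C, given compound at single 50 µM final, then IGF (6 nM final) for 20 min at 37 deg C. Lysed; phospho-Akt Ser473 by HTRF after 24 h, 665/615 ratio.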
A549 tox: A549 cytotoxicity, counter-screen for Nrf2 inhibitors; 390,000 compounds, 0.16% hits; Potency, µM (titrated, usually from 46 µM), inactives show top-dose activity change, negative = cytotoxicity, actives largely listed as inhibitors; A549 ARE-Fluc cells, CellTiter-Fluor viability, 18-24 h; note: potency is the fitted concentration of half-maximal effect; % is set by controls: 0 for no effect and ±100 for the full control effect
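Cytotoxicity counterscreen: CellTiter-Fluor fluorescence was measured in A549 ARE_Fluc cells after 18-24 h of compound exposure in a concentration series. The subsequent BugLite luminescent read reports ARE-luciferase activity.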
EPAC2 ag: agonists of human EPAC2 (RAPGEF4) | EPAC2 activation, biochemical qHTS; response scale: 100% = 6.5 mM cAMP response | Potency, µM (series often up to 154 µM), for the others: top-dose activation, hits mostly activators | AID 720711 | Q8WZA2 | 360,000 compounds, 0.079% hits; note: potency is the fitted concentration of half-maximal effect; nearly all actives have a fitted effect of over 50% in size
Target sequence (Q8WZA2 whole entry, looked up): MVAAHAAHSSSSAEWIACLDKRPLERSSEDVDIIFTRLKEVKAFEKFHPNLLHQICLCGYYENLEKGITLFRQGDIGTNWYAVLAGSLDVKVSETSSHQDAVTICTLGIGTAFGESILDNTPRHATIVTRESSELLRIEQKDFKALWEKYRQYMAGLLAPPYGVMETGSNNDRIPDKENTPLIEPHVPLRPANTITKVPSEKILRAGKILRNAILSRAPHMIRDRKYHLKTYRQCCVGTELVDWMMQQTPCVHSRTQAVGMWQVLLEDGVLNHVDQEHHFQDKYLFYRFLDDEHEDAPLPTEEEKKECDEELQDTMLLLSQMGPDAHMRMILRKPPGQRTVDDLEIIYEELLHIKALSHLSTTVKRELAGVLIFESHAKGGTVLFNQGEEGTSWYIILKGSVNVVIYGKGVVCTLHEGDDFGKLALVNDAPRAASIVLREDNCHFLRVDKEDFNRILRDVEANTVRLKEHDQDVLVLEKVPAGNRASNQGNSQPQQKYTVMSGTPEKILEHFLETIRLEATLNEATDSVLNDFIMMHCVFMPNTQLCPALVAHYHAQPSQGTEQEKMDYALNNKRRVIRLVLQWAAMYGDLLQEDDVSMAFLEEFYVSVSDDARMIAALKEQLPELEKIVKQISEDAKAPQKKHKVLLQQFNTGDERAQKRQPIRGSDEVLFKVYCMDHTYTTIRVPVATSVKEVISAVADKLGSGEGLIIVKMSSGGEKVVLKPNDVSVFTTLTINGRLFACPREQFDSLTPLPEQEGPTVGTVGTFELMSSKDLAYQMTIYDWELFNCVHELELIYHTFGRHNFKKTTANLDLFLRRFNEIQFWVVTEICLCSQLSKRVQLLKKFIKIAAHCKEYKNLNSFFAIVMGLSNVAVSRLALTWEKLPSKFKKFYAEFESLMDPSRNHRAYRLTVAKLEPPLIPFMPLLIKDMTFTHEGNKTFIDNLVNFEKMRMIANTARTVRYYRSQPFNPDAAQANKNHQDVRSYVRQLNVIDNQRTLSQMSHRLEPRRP
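Readout is BODIPY fluorescence (480 nm excitation, 540 nm emission), which falls as labeled GDP is exchanged off Rap1B. EPAC2 at 100 nM acted on 250 nM RAP1B-BODIPY-GDP with 50 uM GDP present.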
CCT modulator: cytosolic chaperonin activity modulation | purified chaperonin ATPase assay, HTRF ADP detection, 30 min | 360,000 compounds, 0.3% hits | activity change, % (test concentration not listed), hits read low | AID 651819; in the data active = activity change below about -30%; note: % is set by controls: 0 for no effect and ±100 for the full control effect
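ATPase activity: ADP formed was measured by HTRF Transcreener (665/615 nm ratio) after 30 min at 37 deg C with 10 uM ATP. Compounds screened at one 76 uM concentration against 40 or 20 nM TRiC in Tris pH 7.4/KCl/MgCl2/DTT buffer.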
Nrf2 activator: activators of Nrf2 (ARE) signaling. AREc32 ARE-luciferase reporter (MCF7-derived line), luminescence, 24 h. Potency, µM (titrated, usually from 46.1 µM), for inactives: top-dose activation, hits mostly activators. 410,000 compounds, 0.31% hits. AID 624171; note: potency is the fitted concentration of half-maximal effect; % of control where 0% means no effect; nearly all actives have a fitted effect of over 65% in size
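Steps: seed AREc32_Fluc cells (1000/well, 5% FBS OPTI-MEM); incubate overnight at 37 deg C; add 23 nL compound; incubate 24 hr; add Steady-Glo; hold 30 min RT; read luminescence.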
TGFb SMAD3 inh: inhibitors of TGF-b signaling | HepG2 CAGA-GFP TGF-b/SMAD3 reporter, GFP fluorescence, 18 h; TGF-beta stimulated, 500 pg/mL final | Potency, µM (titrated, usually from 46.1 µM), for the others: at the highest dose activity, negative = inhibition, most hits filed as inhibitors | 410,000 compounds, 1.2% hits; note: potency is the fitted concentration of half-maximal effect; % is set by controls: 0 for no effect and ±100 for the full control effect; nearly all actives have a fitted effect of over 65% in size
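Cell-based qHTS in HEPG2 carrying a CAGA-GFP Smad reporter; compounds added before 500 pg/mL final TGF-beta, 18 h incubation at 37 degrees C, GFP fluorescence quantified per cell by imaging cytometry.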
EPAC2 antagonist: antagonists of human EPAC2. EPAC2 GEF exchange of Rap1B-BODIPY-GDP, fluorescence. AID 720708. 360,000 compounds, 0.18% hits. Potency, µM (highest dose often 114 µM), for inactives: at the highest dose activity, negative = inhibition, most hits filed as inhibitors; note: potency is the fitted concentration of half-maximal effect; % is set by controls: 0 for no effect and ±100 for the full control effect; nearly all actives have a fitted effect of over 45% in size; many of its hits are not listed in these tables
An asterisk follows results filed as active; i = inactive; ? = inconclusive; . = not tested or not shown; [ ] = dose if it differs, or a comment. Unless noted, calls come from the whole dose curve; as a rule, active = well fitted curve in the direction sought with a large enough effect; inconclusive = small, poorly fitted or top-dose-only effect, or another doubt; inactive = no such curve, though single readings can be large; an effect the other way counts as inactive or inconclusive. An excerpt, so the mix of outcomes need not match the whole.

SMILES	Mm-Cpn inhibitor	Nrf2 inh	pAkt inh	A549 tox	EPAC2 ag	CCT modulator	Nrf2 activator	TGFb SMAD3 inh	EPAC2 antagonist
CC(C)NC(=O)C(C)Oc1ccc(S(=O)(=O)NCc2ccc3c(c2)OCO3)cc1 (configuration not stated)	2%	-5%	i	0%	1%	-2.0	0.1%	-3%	1%
C[N+]1(C2CCC3CCCC2C3O)CCCCC1 (configuration not stated)	-4%[15.4 µM]	?	i	0%	7%	2.2	0.4%	15%	7%
CCOC(=O)c1ccc(NC=C2C(=O)OC3(CCCCC3)OC2=O)cc1	2%	2%	i	4%	6%	-3.7	0.0%	-9%	5%
Cc1cnc(C(=O)OC(C(=O)c2c[nH]c3ccccc23)c2ccccc2)cn1 (configuration not stated)	0%	-15%	i	-1%	0%	-1.5	0.0%	-8%	-2%
Cn1cc(CCC(=O)NCCCc2ccccc2)c2ccccc21	-1%	-5%	i	15%	4%	-1.2	0.3%	-7%	0%
COc1ccccc1N1CCN(C(=O)Nc2ccc(F)c(Cl)c2)CC1	-1%	-6%	i	7%	5%	-3.6	0.6%	-12%	-9%
O=C(CCC(=O)N/N=C/c1ccc(Br)o1)N/N=C/c1ccc(Br)o1	1%	0%	i	1%	5%	-0.8	0.2%	6%	1%
COc1ccc(N(CC(=O)NCCSc2ccccc2)S(C)(=O)=O)cc1	1%	-2%	i	-3%	-1%	0.0	0.5%	0%	8%
N#C/C(C(=O)c1ccccc1)=C1/CCCCCN1	0%	?	i	-3%	3%	0.8	-0.1%	13%	-4%
CCn1cc(CN2CCC(n3nccc3NC(=O)CCc3ccccc3)CC2)cn1	2%	14%	i	6%	1%	0.6	3.2%	0%	26%
C=C1CC[C@@H]2[C@](C)(CCC[C@@]2(C)/C=C/[C@@H](O)C(C)(C)O)[C@H]1CC(=O)NCCS(=O)(=O)O	.	25%	i	1%	11%	1.0	-0.6%	6%	0%
C=CC[C@@H](CC(=O)N[C@@H](CO)Cc1ccccc1)C(=O)NC[C@@H](OC(=O)[C@@H](CC=C)Cc1ccc(F)cc1)c1ccccc1	2%	1%	i	-7%	-5%	-1.1	-0.5%	?	4%
C(=C\N1CCCCCC1)/c1nnnn1-c1ccc(-c2ccccc2)cc1	-15%	10%	i	-4%	6%	0.2	0.0%	7%	-1%
OCCN1CCN(c2ncnc3c2sc2nc(N4CCOCC4)c4c(c23)CCC4)CC1	-14%	0%	i	-3%	1%	3.4	3.4%	-17%	-1%
COc1ccc(S(=O)(=O)N(CC(=O)NCc2ccco2)C2CCCCC2)cc1OC	-6%	2%	i	-9%	1%	0.8	0.2%	-23%	0%
CC(C)c1ccc(/C=N/NC(=O)c2cc(-c3cccc([N+](=O)[O-])c3)n[nH]2)cc1	0%	?	i	-6%	-17%	0.6	5.4%	?	5%
O=S(=O)(/N=C(/Nc1ccc(F)cc1F)c1ccc(Cl)cc1)c1ccccc1	0%	-5%	i	-6%	-7%	-0.4	-1.1%	?	-3%
CCOC(=O)c1c(NC(=O)CCC(=O)NCc2ccco2)sc2c1CCCC2	-5%	?	i	-11%	-14%	-4.0	0.4%	-11%	-4%
COc1ccc(-n2c(SCC(=O)Nc3ccccc3)nc(O)cc2=O)cc1	-5%	8%	i	?	1%	-2.3	-1.2%	?	-2%
CC(C)Cc1ccc(C(C)C(N)=Nc2ccc(O)cc2)cc1 (configuration not stated)	.	?	i	1%	3%	-1.4	2.8%	?	6%
COc1ccc(-c2csc(C(NC(C)=O)c3cccc(F)c3)n2)cn1 (configuration not stated)	.	.	i	.	2%	-0.2	0.8%	-4%	3%
Cc1ccc(CNC(=O)CCCc2nc3ccccc3s2)cc1	0%	1%	i	1%	9%	-0.5	0.5%	9%	4%
C/C(=N\NC(=O)c1ccc(Cl)cc1)c1ccc(Br)s1	1%	-13%	i	1%	5%	-4.5	0.5%	-8%	-3%
CN(C)c1ccc(S(=O)(=O)NCC(=O)NCC2CCCCC2)cc1[N+](=O)[O-]	1%	6%	i	-11%	7%	-0.4	0.1%	-14%	-1%
Cc1ccc(S(=O)(=O)N2CCN(C(=O)CSc3nnnn3C)CC2)c(C)c1	1%	-14%	i	-3%	10%	-2.4	-0.6%	-1%	7%
Cn1c2ccccc2c(=O)c2ccc(NCc3ccc4c(c3)OCO4)cc21	.	26µM*	i	-31%	6%	1.0	6.8%	?	6%
Cc1cc(-c2nnc(SCC(=O)Nc3ccc(F)c(F)c3)n2N)n[nH]1	1%	11%	i	0%	2%	0.3	-0.6%	4%	17%
COc1ccccc1CC(NC(C)=O)C(=O)NC1CCN(C(=O)c2cccc(Cl)c2)CC1 (configuration not stated)	3%	3%	i	-2%	9%	2.0	-0.3%	0%	8%
COc1cc2c(C(=O)N3CCCc4ccccc43)cn(C)c(=O)c2cc1OC	-8%	6%	i	0%	6%	-0.6	0.2%	3%	4%
COc1cccc(NC(=S)N(CCCN2CCN(C)CC2)Cc2ccco2)c1	-1%	6%	i	1%	1%	4.4	2.2%	-10%	36%[activator]
COCCNC(=O)CCN1C(=O)c2cccnc2Oc2ccc(C)cc21	.	21%	.	1%	.	.	-1.2%	9%	.
Cc1ccccc1NC(=O)N1C2CCC1CC(O)(c1cccnc1)C2 (configuration not stated)	-2%	10%	i	-3%	6%	-1.4	0.4%	-8%	7%
COc1ccc2ccccc2c1/C=N/NC(=O)c1cccc(Br)c1	-6%	-16%	i	-1%	0%	-0.1	2.4%	-18%	10%
CCCCCOC(=O)C1=C(C)Nc2ncnn2C1c1cccs1 (configuration not stated)	2%	?	i	5%	6%	-2.6	-0.5%	1%	1%
COc1cccc(C(=O)N2c3cc(C)ccc3C(C)(c3ccccc3)CC2(C)C)c1 (configuration not stated)	.	?	.	?	.	.	7.6%	?	.
Cc1nn(-c2ccccc2)c(CC(C)(C)C(=O)O)c1C(=O)O	1%	12%	i	-5%	-10%	-1.3	0.0%	5%	2%
COc1cc(C2N(c3ccc(Cl)c(Cl)c3)C(=O)C3CCCN32)cc(OC)c1OC (configuration not stated)	0%	-11%	i	?	4%	-1.5	2.5%	-3%	11%
Cc1c(C)c(C)c(/C=[N+](/C)[O-])c(C)c1C	1%	-2%	i	-2%	16%	-0.4	-0.1%	0%	3%
CC(CNC(=O)c1ccc(Cn2c(=O)c3cccn3c3cccnc32)cc1)c1ccccc1 (configuration not stated)	.	15%	.	8%	.	.	0.2%	-6%	.
CN1CCc2c(sc(NC(=O)C3CCN(S(=O)(=O)c4cccs4)CC3)c2C(N)=O)C1	-3%	-3%	i	0%	-2%	0.3	-0.2%	-19%	1%
CNn1cnc2ccsc2c1=O	1%	4%	i	0%	11%	0.3	-0.3%	6%	8%
CCOC(=O)C(NC(=O)c1ccccc1)C(C)(C)SCc1ccccc1 (configuration not stated)	.	-6%	i	-3%	4%	-2.7	-0.5%	-11%	-12%
Cc1ccc(C(=O)CCNc2ccccc2)o1	.	21%	i	-16%	8%	-1.0	?	?	8%
O=C(CSc1nnc(CNC(=O)c2ccco2)o1)Nc1nc2ccccc2s1	0%	-3%	i	0%	10%	-1.9	-0.1%	-7%	6%[57.1 µM]
Cc1ccc(Nc2ncnc3c2cnn3C)c(C)c1	-2%	2%	i	1%	-2%	-0.7	-0.3%	?	3%
COc1ccc(OC)c(NC(=O)Cn2cnc3onc(-c4ccc(Cl)cc4)c3c2=O)c1	.	1%[9.27 µM]	.	1%	.	.	4.1%	-20%	.
OCCC1CN(Cc2nc3ccccc3[nH]2)CCN1C1CCCC1 (configuration not stated)	-6%	0%	i	0%	1%	0.3	2.9%	0%	9%
N#Cc1cn(CC(=O)NCC2CCCO2)c2ccccc12 (configuration not stated)	2%	-20%	.	-9%	-4%	-2.9	-0.6%	-3%	0%
CN(C(=O)C1CCOC1)c1nnc(-c2ccncc2)s1 (configuration not stated)	-1%	4%	i	9%	7%	0.4	-0.2%	9%	-11%
O=C(NCCN1CCOCC1)c1ccc(Cl)c([N+](=O)[O-])c1	-4%	1%	i	2%	6%	1.2	0.3%[9.22 µM]	19%	12%
CC(C)C(=O)NC(=S)Nc1c(Cl)ccc2nsnc12	-6%	6%	i	-4%	2%	0.9	0.1%	-4%	5%
COCCN(C(=O)CSc1nc2ccc(C)cc2[nH]1)c1c(N)n(Cc2ccccc2)c(=O)[nH]c1=O	2%	15%	i	1%	2%	-39*	-0.5%	-2%	8%
CCOC(=O)c1ccc(NC(=O)CCCn2nc(C)c3sc4ccccc4c3c2=O)cc1	.	-12%	.	3%	.	.	-0.1%	-5%	.
Cc1ccc(S(=O)(=O)CCC(=O)N2CCN(c3ccc(Cl)cc3)CC2)cc1	1%	?	i	1%	9%	-1.6	0.2%	-4%	0%

Part of the list above, in CSV form.
mol,Mm-Cpn inhibitor,Nrf2 inh,pAkt inh,A549 tox,EPAC2 ag,CCT modulator,Nrf2 activator,TGFb SMAD3 inh,EPAC2 antagonist
Cc1ccc(S(=O)(=O)CCC(=O)N2CCN(c3ccc(Cl)cc3)CC2)cc1,1%,?,i,1%,9%,-1.6,0.2%,-4%,0%
N#Cc1cn(CC(=O)NCC2CCCO2)c2ccccc12 (configuration not stated),2%,-20%,.,-9%,-4%,-2.9,-0.6%,-3%,0%
CCOC(=O)c1ccc(NC(=O)CCCn2nc(C)c3sc4ccccc4c3c2=O)cc1,.,-12%,.,3%,.,.,-0.1%,-5%,.

Source: PubChem
